Source: PubChem BioAssay (several laboratories)
MazF activator: activators of E. coli MazEF toxin-antitoxin RNase, primary screen, biochemical, fluorescence, uHTS | FAM/BHQ RNA-DNA oligo cleavage fluorescence, 5 h | activation, % at 20 µM | 350,000 compounds, 0.32% hits; in the data active means activation above about 50%
Target sequence (P0AE70 whole entry, looked up): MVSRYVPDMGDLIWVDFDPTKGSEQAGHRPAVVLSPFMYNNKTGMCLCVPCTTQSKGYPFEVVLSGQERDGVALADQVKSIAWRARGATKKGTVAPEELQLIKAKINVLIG
PrPC TRFRET: inhibitors of human cell surface prion protein PrPC, primary screen, cell-based, TR-FRET | Major prion protein (Homo sapiens), P04156 | TR-FRET read-out | inhibition, % at 13.8 µM | 370,000 compounds, 0.43% hits; in the data active means inhibition above about 24%; further: 0% = median of the test wells and 100% = reference compound wells
BoNT F protease: BoNT/F light chain protease inhibitors, primary screen, biochemical, flow cytometry, MLPCN library | Botulinum neurotoxin type F light chain protease (Clostridium botulinum) | Multiplex microsphere protease cleavage assay | inhibition, % at 10 µM | 360,000 compounds, 0.22% hits | AID 588497, 2011; in the data active means inhibition above about 35%, passing the limit was not always enough; inconclusive means no clear call, values can overlap the other calls; further: plate controls were buffer without enzyme for full effect and enzyme alone for no effect
FBA Mtb inh: Mtb FBA enzyme inhibitors, primary screen, biochemical, fluorescence, strain H37Rv. Fructose-bisphosphate aldolase (Mycobacterium tuberculosis (strain ATCC 25618 / H37Rv)), …. purified M. tuberculosis FBA, fluorescence read-out. inhibition, % at 1 µM. 360,000 compounds, 2.3% hits; in the data active means inhibition above about 27%;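 further: 0% = vehicle and 100% = reference inhibitor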
Target sequence (P9WQA3 whole entry, looked up): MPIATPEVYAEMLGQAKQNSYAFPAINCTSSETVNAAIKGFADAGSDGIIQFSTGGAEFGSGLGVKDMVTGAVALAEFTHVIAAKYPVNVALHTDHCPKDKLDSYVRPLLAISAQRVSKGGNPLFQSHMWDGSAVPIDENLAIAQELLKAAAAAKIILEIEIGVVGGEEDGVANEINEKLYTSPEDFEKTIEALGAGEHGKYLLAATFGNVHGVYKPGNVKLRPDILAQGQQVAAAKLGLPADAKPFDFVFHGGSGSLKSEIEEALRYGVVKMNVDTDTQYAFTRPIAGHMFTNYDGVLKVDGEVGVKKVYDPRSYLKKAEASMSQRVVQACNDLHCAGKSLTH
GDH-TPI inh: GDH-TPI coupling enzyme inhibitors, primary screen, artefact control for M. tuberculosis FBA inhibitor project, biochemical, absorbance, full deck | GDH-TPI coupled enzyme counterscreen, NADH absorbance | inhibition, % at 4.8 µM | 360,000 compounds, 1.2% hits | AID 588335, 2011; in the data active means inhibition above about 30%;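 further: 0% = DMSO wells and 100% = wells lacking the enzyme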
UGM FP inh: M. tuberculosis UGM enzyme inhibitors, primary screen, biochemical, fluorescence polarization, single point. 320,000 compounds, 0.06% hits. inhibition, % at 10 µM. UDP-galactopyranose mutase (Mycobacterium tuberculosis (strain ATCC 25618 / H37Rv)), …. purified UGM, fluorescence polarization probe displacement; in the data active means inhibition above about 10%, passing the limit was not always enough; inconclusive means no clear call, values can overlap the other calls
Target sequence (P9WIQ1 whole entry, looked up): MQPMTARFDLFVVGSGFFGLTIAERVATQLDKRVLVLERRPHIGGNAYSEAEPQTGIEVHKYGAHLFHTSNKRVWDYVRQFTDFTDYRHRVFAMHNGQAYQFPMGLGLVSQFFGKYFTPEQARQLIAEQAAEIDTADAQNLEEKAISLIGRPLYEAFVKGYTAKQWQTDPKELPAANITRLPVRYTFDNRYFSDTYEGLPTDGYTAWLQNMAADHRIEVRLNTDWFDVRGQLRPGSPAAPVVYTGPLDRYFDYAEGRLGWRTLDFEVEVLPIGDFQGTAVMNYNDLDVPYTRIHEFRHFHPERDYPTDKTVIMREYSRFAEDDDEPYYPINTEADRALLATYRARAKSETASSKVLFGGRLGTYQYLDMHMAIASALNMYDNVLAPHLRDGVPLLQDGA
BioA inh: M. tuberculosis BioA enzyme inhibitors, primary screen, biochemical, plate reader, single point, HTS | purified M. tuberculosis BioA enzyme | AID 602481, 2012 | 360,000 compounds, 0.096% hits | inhibition, % at 9.99 µM | 7,8-diaminopelargonic acid synthase BioA (Mycobacterium tuberculosis); in the data active means inhibition above about 40%; inconclusive means no clear call, values can overlap the other calls
FadD28 FP inh: inhibitors of FadD28 bisubstrate probe binding, primary screen, biochemical, fluorescence polarization, single point | Mycobacterium tuberculosis FadD28 fatty-acid-AMP ligase | inhibition, % at 12.5 µM | 360,000 compounds, 0.22% hits | AID 588549, 2011; in the data active means inhibition above about 8.5%, passing the limit was not always enough; inconclusive means no clear call, values can overlap the other calls
Rv3671c protease: Rv3671c serine protease inhibitors, primary screen, biochemical, fluorescence polarization, M. tuberculosis H37Rv. inhibition, % at 5.96 µM. 320,000 compounds, 0.048% hits. P9WHR9; in the data active means inhibition above about 38%;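 further: extracellular domain of Rv3671c used as enzyme; 0% = enzyme with DMSO and 100% = no enzyme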
* hit, by the source's call; ? = inconclusive; nt = not tested or not shown; & = joins results of further samples. Rows were taken by chance, and some 4.8% of all compounds hit somewhere here.

No.	SMILES	MazF activator	PrPC TRFRET	BoNT F protease	FBA Mtb inh	GDH-TPI inh	UGM FP inh	BioA inh	FadD28 FP inh	Rv3671c protease
1	CCC(=O)NNc1nc2c(C)cc(C)cc2s1	-3	8	2	1	-7	0.6	nt	-1.1	4
2	CC1(C)CC(=O)C2=C(C1)OC1=C(C(=O)CC(C)(C)C1)C2c1ccccc1Cl	14	2	-1	6	-2	nt	-1.0	-3.6	nt
3	COCCNC(=O)COC(=O)/C=C/c1c(C)nn(Cc2ccc(Cl)cc2Cl)c1Cl	0	4	-5	1	6	3.4	nt	-3.4	12
4	CS(=O)(=O)N(CC(=O)N1CCCCC1)Cc1ccc(Cl)cc1	-7	-2	1	1	2	2.8	nt	-3.3	10
5	CCOC(=O)c1nn(-c2ccccc2)c2nc(Nc3ccccc3)cc(=O)n12	-4	2	1	4	-11	-0.2	0.5	-4.0	-18
6	CCOC(=O)C1=C(N)OC2=C(C(=O)CCC2)[C@]12C(=O)N(CC(N)=O)c1ccccc12	4	5	0	4	3	-2.5	nt	-0.5	-8
7	Cc1nc(NC(=O)CN2CCC(O)(c3ccc(F)cc3)CC2)sc1C	2	5	0	5	-4	1.8	-1.1	-0.2	-3
8	COC(=O)c1sccc1NC(=S)Nc1ccc(C)cc1	2	-4	-5	1	13	0.2	nt	-0.2	4
9	CCOC(=O)c1c(C)nsc1NC(=O)C1(C)CCN1C(=O)CC (stereo not given)	nt	1	2	-3	-4	nt	-0.5	-4.3	nt
10	O=C(Cc1cccs1)N/N=C\c1ccc([N+](=O)[O-])s1	6	-48	-2	-4	9	-0.3	nt	1.1	1
11	C=C(C)Cn1c(-c2cccs2)n[nH]c1=S	0	0	-14	27	-1	-0.3	-0.8	-2.8	-2
12	COc1ccc(OCC(=O)Nc2ccccc2C(=O)N2CCCC2)cc1	7	1	4	-6	-1	1.8	-3.5	-3.4	-2
13	O=C(Nn1c(-c2ccccc2)nc2ccccc2c1=O)c1cccs1	-5	-2	16	4	7	7.3	nt	-0.1	-12
14	CCCS(=O)(=O)NC(=O)C1(C)CCN(C(=O)c2ccc(C(F)(F)F)nc2C)C1 (stereo not given)	nt	nt	-1	-4	7	nt	-1.1	-3.9	nt
15	O=S(=O)(N(Cc1ccccc1)[C@H](CO)Cc1ccccc1)N(Cc1ccccc1)[C@H](CO)Cc1ccccc1	-5	5	-1	-2	2	-0.7	0.3	-3.3	1
16	COc1ccc(CN2CC(COCc3ccccc3)Oc3ccccc3S2(=O)=O)cc1 (stereo not given)	-5	6	-2	-3	-5	nt	0.2	-1.6	nt
17	COc1cc(/C=C2/NC(=O)N(Cc3ccccc3F)C2=O)ccc1O	7	-22	6	-1	30	2.1	nt	3.5	17
18	COC(=O)C(O)(CC(=O)Nc1cccc(SC)c1)C(F)(F)F (stereo not given)	4	3	-2	-1	16	0.4	-0.1	-0.7	4
19	CCOC(=O)N1CCN(CC(O)COc2ccc(C)cc2C(C)(C)C)CC1 (stereo not given)	2	-4	2	7	2	-3.6	nt	-1.2	-3
20	CCOc1ccccc1C(=O)N[C@H](C(=O)Nc1cc(S(=O)(=O)N(C)C)ccc1OC)C(C)C	4	2	-2	-6	-6	-0.5	nt	-1.9	-4
21	CC1=[N+]([O-])C(N2CCOCC2)C(O)(c2ccccc2)C1 (stereo not given)	11	1	3	0	-3	3.4	nt	-3.1	2
22	COc1ccc2c(c1)c(C(=O)O)c(C)n2-c1ccccc1	1	-2	2	3	12	0.5	-0.4	-4.9	1
23	CN(CCO)C(=O)C1CCN(c2ncc(C(F)(F)F)cc2Cl)CC1	-3	6	-6	41*	4	-0.4	nt	-1.4	-7
24	CCOc1ccc(Nc2nc(NCCN3CCOCC3)nc(OC)n2)cc1	7	1	0	1	0	-0.7	0.0	-3.1	-5
25	Cc1ccc(SCC(=O)OCC(=O)N(CC(C)C)c2c(N)n(Cc3ccccc3)c(=O)[nH]c2=O)cc1C	6	1	-2	1	-5	-0.1	0.1	-0.7	-27
26	COc1ccc(-n2nnnc2SCC(=O)N2CCCc3ccccc32)cc1OC	-2	-5	-9	-3	3	1.8	1.5	0.3	-5
27	Cc1ccc(Oc2ncccc2/C=N/OCc2ccc(Cl)cc2Cl)cc1	1	0	-5	1	-3	-2.1	-1.7	-3.9	1
28	CCCNC(=O)CCc1c(C)nc2nc(-c3cc(OC)cc(OC)c3)nn2c1C	0	-4	-3	0	-12	1.5	-1.3	-4.1	-7
29	COc1ccc(OC)c(C=NNC(=O)c2ccccc2NS(=O)(=O)c2cccs2)c1	-4	-1	-12	13	31*	-0.6	-1.1	-0.6	0
30	Cc1ccc(NC(=O)CCN2CCN(CCO)CC2)cc1	-28	2	-40	-1	5	nt	-1.6	-3.8	nt
31	COC(=O)C1=C(C)N(Cc2ccccc2)C(=NCc2ccccc2)N[C@H]1c1cccc(F)c1	28	-14	-11	8	5	-1.6	5.2	-3.0	-7
32	COC(=O)COc1nsnc1N1CCOCC1	-4	9	-9	-1	-4	0.1	0.3	-0.3	-5
33	CC1(C)CC(=O)C2=C(C1)N(c1ccc(F)cc1)C(=O)CC2c1cccnc1 (stereo not given)	-1	4	1	0	-9	1.3	-0.3	0.9	2
34	COc1ccc(C(=O)NC(C)CCc2ccccc2)cc1 (stereo not given)	8	6	14	-1	-2	-1.0	0.1	-1.2	3
35	CCN(CC(=O)NCc1cccs1)C(=O)c1cc(S(=O)(=O)NCc2ccccc2)ccc1C	-6	10	7	-1	17	1.5	-0.8	-2.0	-4
36	O=C(NCc1ccco1)c1ccccc1O	4	4	?	10	-6	-0.4	2.2	-2.4	nt
37	CCOC(=O)c1ccc(NC(=O)c2nc[nH]c2C(=O)N(CC)CC)cc1	-3	-2	-2	3	7	0.3	3.0	?	-1
38	CCC(=O)c1cc(F)c(N2CCN(C(=O)Cc3ccccc3)CC2)cc1C	-3	7	8	5	-7	1.7	14	-1.1	4
39	CCCc1nnc(NC(=O)CN2CCOCC2)s1	3	6	28	1	-1	3.9	1.3	1.0	0
40	NNC(=O)c1ccc(N2CCc3ccccc32)c([N+](=O)[O-])c1	2	-19	-13	-10	21	1.5	0.2	-3.2	13
41	CCc1cccc(NC(=O)Cn2ncn3c(cc4ccccc43)c2=O)c1	4	-1	1	1	5	2.7	-0.8	-0.4	0
42	COC(=O)c1nc2n(n1)C(c1ccc(OC)c(OC)c1OC)C1=C(CCCC1=O)N2 (stereo not given)	1	2	7	0	4	1.4	1.0	-5.1	-16
43	Cc1c(N=C2C(=O)Nc3ccccc32)c(=O)n(-c2ccccc2)n1C	2	-2	-16	-2	5	2.7	-0.4	-0.7	5
44	COc1ccc(Cl)cc1NC(=O)CN(C)C(=O)c1ccc(N2CCCCCC2)c([N+](=O)[O-])c1	4	-9	?	1	4	-0.7	-4.5	-0.7	0
45	Cn1c(O)c(C2=c3ccccc3=NC2=O)sc1=Nc1ccc(Cl)cc1	7	-7	2	-3	24	0.1	0.1	-2.1	-7
46	Nc1ccn(C2CC(O)C(CO)O2)c(=O)n1 (stereo not given)	-1	8	-5	-1	-9	-1.4	-1.2	-3.3	6
47	CCCCOC(=O)Nc1ccc2c(C)cc(=O)oc2c1	2	2	-2	84*	17	-1.9	nt	-0.3	-6
48	C=CCc1cc(/C=C2/NC(=S)NC2=O)cc(OC)c1O	-157	-17	-4	-11	16	3.6	nt	-0.7	7
49	CCN(C[C@H]1N[C@@](C)(C(=O)OC)[C@H]2C(=O)N(C)C(=O)[C@@H]12)C(=O)c1ccc(C)cc1	4	11	-4	3	11	-0.7	-0.1	-0.1	3
50	O=C(NCC1CC1)c1ccc2sc([C@H]3C[C@H](O)[C@@H](CO)O3)nc2c1	nt	-2	-3	6	10	nt	-1.1	-1.4	nt

The listing continues.
No.	SMILES	MazF activator	PrPC TRFRET	BoNT F protease	FBA Mtb inh	GDH-TPI inh	UGM FP inh	BioA inh	FadD28 FP inh	Rv3671c protease
51	CC(C)CNC(=O)C1(C)CCCN1C(=O)c1ccc2c(c1)CCO2 (stereo not given)	nt	-4	-6	-2	6	nt	-0.6	-2.7	nt
52	Cc1ccc(NC(=O)C2CSC3(C)CCC(=O)N23)cc1S(=O)(=O)N1CCOCC1 (stereo not given)	-7	4	6	0	4	2.7	-0.3	0.4	0
53	Cc1ccc(OCCOCCOc2cccc3cccnc23)c(Br)c1	-12	3	-5	4	8	3.0	nt	-1.4	-9
54	O/N=C1\CC2(Cc3nonc31)OCCO2	1	-2	-2	4	11	-1.7	-2.5	-3.0	3
55	O=S(=O)(c1ccc(SCc2ccc(Cl)cc2)nc1)N1CCCC1	-9	14	-9	3	1	-1.7	-1.0	-0.5	-14
56	O=C(Cc1ccccc1)c1nnc(-c2ccccc2)o1	17	-1	1	3	2	-0.4	nt	-0.2	2
57	CCN(Cc1cc(=O)n2ccsc2n1)c1cccc2ccccc12	-11	13	-1	2	5	2.2	nt	-1.0	-4
58	O=S(=O)(c1ccc(F)cc1)N1CCCN(Cc2c(F)cccc2F)CC1	7	6	3	-6	-6	3.1	1.4	-1.2	3
59	O=C(CNC(=O)c1ccccc1)OCCOc1cccc(Cl)c1	0	6	2	-1	3	3.8	0.0	1.7	-1
60	CCOc1ccc(CN2CCNC(=O)C2CC(=O)NCCC2=CCCCC2)cc1 (stereo not given)	-26	-7	-5	2	3	1.4	0.0	-2.7	-9
61	COc1ccc(CNC(=O)C2CCN(C(=O)c3csc(Nc4ccc(C)cc4)n3)CC2)cc1	0	3	-22	1	1	1.1	-1.4	0.6	5
62	C=CCN(c1ccccc1OC)S(=O)(=O)c1cccc(C(=O)OC2CCOC2=O)c1 (stereo not given)	9	1	5	-3	-6	nt	0.8	-2.5	-2
63	CN1C(=O)c2cccc3c(N(C)C)ccc(c23)C1=O	-16	-35	4	-10	0	-2.8	-5.1	1.6	-8
64	O=C(CN1CCN(Cc2ccccc2F)C1=O)NCc1cccnc1	14	0	-3	1	-3	1.2	-1.8	-3.3	8
65	Cc1nc(CS(=O)(=O)c2ccc(Cl)cc2)cc(Sc2ccccc2Cl)n1	1	-2	-19	31*	3	0.5	nt	-2.2	-10
66	O=C(CSc1ccccn1)Nc1ccc2c(c1)C(=O)c1ccccc1C2=O	13	-12	8	2	6	4.2	-2.9	1.0	-18
67	Cc1ccc(CNC(=S)NCc2ccncc2)cc1	8	6	1	0	-7	2.4	0.3	-2.9	2
68	Cc1ccc2oc3c(SCc4nc5ccccc5[nH]4)nc(C)nc3c2c1	-19	-5	-5	1	6	-0.6	1.6	-7.5	-6
69	C(=Cc1c[nH]c2ccccc12)c1ccc2ccccc2n1	6	-7	-2	9	11	nt	-0.7	-1.0	nt
70	Cc1nn(Cc2ccccc2)c(C)c1NC(=O)c1cc(-c2ccc3c(c2)OCO3)on1	-19	12	-2	0	8	-0.9	nt	-2.6	-2
71	C[C@H](CO)N1C[C@H](C)[C@@H](CN(C)C(=O)c2cc(-c3ccccc3)on2)OCc2cnnn2CCCC1=O	4	6	-5	-1	9	nt	4.5&0.1	-0.9	nt
72	CC(C)(C)NC(=O)c1ccc2nsnc2c1	4	-20	7	-1	8	-0.3	nt	-1.5	13

Random excerpt: 2 entries already listed.
No.	SMILES	MazF activator	PrPC TRFRET	BoNT F protease	FBA Mtb inh	GDH-TPI inh	UGM FP inh	BioA inh	FadD28 FP inh	Rv3671c protease
33	CC1(C)CC(=O)C2=C(C1)N(c1ccc(F)cc1)C(=O)CC2c1cccnc1 (stereo not given)	-1	4	1	0	-9	1.3	-0.3	0.9	2
70	Cc1nn(Cc2ccccc2)c(C)c1NC(=O)c1cc(-c2ccc3c(c2)OCO3)on1	-19	12	-2	0	8	-0.9	nt	-2.6	-2
